Screening results deposited in PubChem by The Scripps Research Institute Molecular Screening Center.
TDP2 inh: human TDP2 enzyme inhibitors, primary screen, biochemical, epi absorbance, recombinant enzyme; Tyrosyl-DNA phosphodiesterase 2 (Homo sapiens), O95551; T5PNP hydrolysis, p-nitrophenol absorbance 415 nm; 0.34% of 370,000 active; inhibition, % at 12.8 µM;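 active = inhibition above the mean of all tested compounds plus 3 SD, set per campaign, cut at about 25% in these data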;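 note: 0% = DMSO with enzyme and 100% = buffer with substrate but no TDP2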
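System: recombinant human TDP2 / Amount: 120 nM TDP2 per well / Also added: 5 mM T5PNP chromogenic substrate / Doses: 12.8 µM single point, 1% DMSO / Incubation: 2 h at 37 °C / Detection: p-Nitrophenol epi absorbance / Evaluation: % inhibition relative to enzyme-containing and enzyme-free wells / Repeats: singlicate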
DDE Tn6 FP inh: inhibitors of Tn6 peptide binding to fibrin DD(E), primary screen, biochemical, fluorescence polarization, human fibrin, Tn6 probe; Fibrin DD(E) TRITC-Tn6 fluorescence polarization displacement; inhibition, % at 8.3 µM; 0.21% of 370,000 active;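 active = inhibition above a per-campaign cutoff: mean of compounds within control limits plus 3 SD, cut at about 15% in these data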;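 note: 0% = median of all compound wells on the plate and 100% = blocking peptide control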
KLK7 zymogen act: proKLK7 zymogen activators, primary screen, biochemical, fluorescence intensity; Kallikrein-7 (Homo sapiens), P49862; purified proKLK7, EDANS-DABCYL substrate fluorescence; 100% is mature enzyme control, 0% vehicle; activation, % at 7 µM; 0.9% of 370,000 active; AID 652039, 2013;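 active = activation above the mean of all tested compounds plus 3 SD, computed per campaign excluding outliers beyond control limits, cut at about 13% in these data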
Target sequence (P49862 whole entry, looked up): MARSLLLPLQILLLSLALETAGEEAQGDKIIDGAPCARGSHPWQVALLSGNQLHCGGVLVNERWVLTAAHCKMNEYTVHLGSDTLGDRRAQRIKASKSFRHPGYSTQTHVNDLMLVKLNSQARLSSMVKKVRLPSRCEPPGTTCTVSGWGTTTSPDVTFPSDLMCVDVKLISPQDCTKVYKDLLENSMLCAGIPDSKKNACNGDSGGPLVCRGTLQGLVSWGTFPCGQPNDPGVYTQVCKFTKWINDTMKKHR
ASAP1 GAP inh: inhibitors of human ASAP1 ArfGAP activity, primary screen, biochemical, fluorescence polarization | 0.19% of 360,000 active | ASAP1-stimulated ARF1 GTP hydrolysis, GDP FP detection | AID 624377, 2012 | inhibition, % at 16.5 µM; in the data active = inhibition above about 25%;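 note: 0% = vehicle with enzyme and substrate and 100% = no enzyme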
ADAM17 inh: ADAM17 inhibitors, primary screen, biochemical, QFRET; 0.83% of 370,000 active; recombinant ADAM17, EDANS/DABCYL FRET peptide cleavage; inhibition, % at 6.95 µM;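 active = inhibition above the mean of compounds lying between control limits plus 3 SD, set per campaign, cut at about 8.5% in these data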;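 note: 0% = DMSO-only wells as the low control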
Target sequence (P78536 215-824 limits assumed): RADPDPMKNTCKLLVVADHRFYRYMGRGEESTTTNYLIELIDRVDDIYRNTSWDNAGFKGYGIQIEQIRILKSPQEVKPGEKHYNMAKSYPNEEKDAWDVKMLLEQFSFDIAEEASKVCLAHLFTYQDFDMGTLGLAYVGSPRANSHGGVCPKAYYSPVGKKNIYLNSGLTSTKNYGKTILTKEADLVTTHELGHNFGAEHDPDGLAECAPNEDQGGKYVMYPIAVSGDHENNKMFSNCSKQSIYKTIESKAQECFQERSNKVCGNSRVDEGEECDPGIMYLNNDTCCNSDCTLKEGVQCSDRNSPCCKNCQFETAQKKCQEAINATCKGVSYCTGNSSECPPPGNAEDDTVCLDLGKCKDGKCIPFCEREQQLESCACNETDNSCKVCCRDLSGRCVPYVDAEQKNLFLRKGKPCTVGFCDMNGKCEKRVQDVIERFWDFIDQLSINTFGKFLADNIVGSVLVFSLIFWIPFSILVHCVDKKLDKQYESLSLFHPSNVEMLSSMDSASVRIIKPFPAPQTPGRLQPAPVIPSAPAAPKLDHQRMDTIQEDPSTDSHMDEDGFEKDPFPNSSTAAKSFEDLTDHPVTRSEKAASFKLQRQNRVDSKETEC
DDE Tn7 FP inh: inhibitors of Tn7 peptide binding to fibrin DD(E), primary screen, biochemical, fluorescence polarization, human fibrin, Tn7 probe; 0.13% of 370,000 active; FP displacement of FITC-Tn7 peptide from fibrin DD(E); 0% = median of compound wells per plate; inhibition, % at 8.3 µM; Fibrinogen beta chain (Homo sapiens), P02675;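 active = inhibition above the mean of compounds falling within the control limits plus 3 SD of them, cut at about 14% in these data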;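 note: 0% = plate median of compound wells and 100% = 10 µM Aha-Tn7 peptide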
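Assay system: Human fibrin DD(E) protein | Medium: Tris buffer with calcium and detergent, pH 7.8 | Reagent: 0.1 µM fluorescent Tn7 | Compound dosing: Single point at 8.3 µM | Times: 10 min preincubation, 3 h with tracer, room temperature | Detection: Fluorescence polarization of the labelled Tn7 tracer | Controls: Aha-Tn7 high control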
LEDGF integ inh: blockers of LEDGF/p75-dependent integrase strand transfer – biochemical, TR-FRET, high throughput, primary screen | inhibition, % at 3.7 µM | AID 743269, 2014 | HIV-1 integrase (with human LEDGF/p75) | TR-FRET IN-LEDGF/p75 DNA integration, Eu/Cy5 | 0.64% of 370,000 active;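 active = inhibition above the screen-wide mean plus 3 SD, cut at about 13% in these data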;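 note: signal is the Cy5 over europium emission ratio at 671 and 618 nm; 0% = plate median of compound wells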
ARFGAP1 inhibitor: inhibitors of rat ARFGAP1 GAP activity, primary screen, biochemical, fluorescence polarization, GDP tracer | ADP-ribosylation factor GTPase-activating protein 1 (Rattus norvegicus), Q62848 | Arfgap1-stimulated ARF1 GTP hydrolysis, GDP FP detection | inhibition, % at 16.5 µM | 0.26% of 360,000 active | AID 651572, 2012;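 active = inhibition above a per-plate limit, mean inhibition of low control wells plus 3 SD, cut at about 25% in these data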;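 note: 0% = DMSO wells with enzyme and 100% = wells lacking Arfgap1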
Target sequence (Q62848 1-136 limits assumed): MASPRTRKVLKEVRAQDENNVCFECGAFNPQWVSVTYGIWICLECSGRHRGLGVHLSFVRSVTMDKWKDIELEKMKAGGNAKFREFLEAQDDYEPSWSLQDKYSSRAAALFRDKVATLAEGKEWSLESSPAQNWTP
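System: truncated rat Arfgap1 GAP domain / Benchmarks: high control wells lacking Arfgap1, low control full reaction with DMSO / Times: compound-enzyme preincubation 20 min, reaction 120 min, detection 60 min, 25 °C / Repeats: one replicate per compound / Also added: human ARF1(Δ1-17)-GTP substrate / Measured by: Tracer-displacement fluorescence polarization with EDTA stop, 620/688 nm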
PLCg1 inh: PLC-gamma1 enzyme inhibitors, primary screen, biochemical, fluorescence, purified enzyme; 1-phosphatidylinositol 4,5-bisphosphate phosphodiesterase gamma-1 (Homo sapiens), P19174; fluorogenic substrate; inhibition, % at 12.2 µM; 0.84% of 370,000 active; AID 720700, 2013; in the data active = inhibition above about 9.5%
ADAM10 inh: human ADAM10 inhibitors, primary screen, biochemical, QFRET, HTS | recombinant ADAM10, EDANS/DABCYL FRET peptide cleavage, 3 h | inhibition, % at 7 µM | 0.62% of 370,000 active | AID 720582, 2013;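 active = inhibition above a per-campaign cutoff equal to the mean of compounds falling between control-based bounds plus 3 SD, cut at about 20% in these data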;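 note: 0% = DMSO wells while the 100% control is not disclosed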
* = called active by the depositor.

For CCOc1ncccc1C(=O)Nc1nc(SC)ns1 the results were TDP2 inh 12, DDE Tn6 FP inh 0, KLK7 zymogen act -1.4, ASAP1 GAP inh -1, ADAM17 inh -3, DDE Tn7 FP inh 3, LEDGF integ inh -1, ARFGAP1 inhibitor 10, PLCg1 inh -2 and ADAM10 inh -5.
For COc1cccc(OCc2cc(C(=O)N3CCN(C4CCCCC4)C(=O)C3)no2)c1 the results were TDP2 inh 10, DDE Tn6 FP inh 1, KLK7 zymogen act 0.1, ASAP1 GAP inh -2, ADAM17 inh 0, DDE Tn7 FP inh 5, LEDGF integ inh -1, ARFGAP1 inhibitor -5, PLCg1 inh -3 and ADAM10 inh -4.
`Cc1ccc(S(=O)(=O)CCC(=O)NCCN2C(=O)S/C(=C\c3ccccc3)C2=O)cc1` gave TDP2 inh -16, DDE Tn6 FP inh -5, KLK7 zymogen act -0.3, ASAP1 GAP inh -6, ADAM17 inh 4, DDE Tn7 FP inh 2, LEDGF integ inh -6, ARFGAP1 inhibitor 3, PLCg1 inh 4 and ADAM10 inh 3.
O=c1c2c(-c3ccccc3)csc2nc2n1CCC2 was read as TDP2 inh 0, DDE Tn6 FP inh 3, KLK7 zymogen act 0.6, ASAP1 GAP inh -3, ADAM17 inh -7, DDE Tn7 FP inh -2, LEDGF integ inh 1, ARFGAP1 inhibitor -6, PLCg1 inh 0 and ADAM10 inh -8.
Screening Cc1cc(C(=O)OC(C(=O)Nc2ccc(C)c(Cl)c2)c2ccccc2)c(C)o1 (configuration not stated) returned TDP2 inh 5, DDE Tn6 FP inh -4, KLK7 zymogen act -0.6, ASAP1 GAP inh 5, ADAM17 inh 7, DDE Tn7 FP inh 7, LEDGF integ inh -3, ARFGAP1 inhibitor 11, PLCg1 inh 0 and ADAM10 inh 22*.
`Cc1oc(-c2ccccc2F)nc1CN1CCC(C(=O)NCc2cccs2)CC1` gave TDP2 inh 0, DDE Tn6 FP inh 2, KLK7 zymogen act -0.4, ASAP1 GAP inh -12, ADAM17 inh -5, DDE Tn7 FP inh 0, LEDGF integ inh -2, ARFGAP1 inhibitor 0, PLCg1 inh -3 and ADAM10 inh -1.
O=C(Cn1nnc(-c2cccs2)n1)OC1CCCCC1 was read as TDP2 inh -1, DDE Tn6 FP inh 5, KLK7 zymogen act 0.0, ASAP1 GAP inh -4, ADAM17 inh -3, DDE Tn7 FP inh -6, LEDGF integ inh 0, ARFGAP1 inhibitor 1, PLCg1 inh 1 and ADAM10 inh 5.
`C=CCCC(=O)N(C)CCO` gave TDP2 inh 7, DDE Tn6 FP inh -7, KLK7 zymogen act -0.4, ASAP1 GAP inh -9, ADAM17 inh -3, DDE Tn7 FP inh 0, LEDGF integ inh -1, ARFGAP1 inhibitor -5, PLCg1 inh 1 and ADAM10 inh -8.
CCOc1ccccc1NC(=O)c1ccccc1N(C)S(=O)(=O)c1ccc(C)cc1 was read as TDP2 inh -1, DDE Tn6 FP inh -10, KLK7 zymogen act 0.3, ASAP1 GAP inh 4, ADAM17 inh -7, DDE Tn7 FP inh -4, LEDGF integ inh 6, ARFGAP1 inhibitor 5, PLCg1 inh 0 and ADAM10 inh 2.
Screening Cc1ccc(NS(=O)(=O)c2ccc3c(c2)NC(=O)C(C)C(=O)N3)c(Cl)c1 (configuration not stated) returned TDP2 inh -12, DDE Tn6 FP inh -6, KLK7 zymogen act -0.8, ASAP1 GAP inh -1, ADAM17 inh 3, DDE Tn7 FP inh -5, LEDGF integ inh 6, ARFGAP1 inhibitor 1, PLCg1 inh 2 and ADAM10 inh -2.
For Cc1cc(C)c(OCCN2CC(C)OC(C)C2)c(Br)c1 (configuration not stated) the results were TDP2 inh 31*, DDE Tn6 FP inh 1, KLK7 zymogen act 0.1, ASAP1 GAP inh 6, ADAM17 inh -1, DDE Tn7 FP inh -1, LEDGF integ inh 4, ARFGAP1 inhibitor 6, PLCg1 inh 2 and ADAM10 inh 1.
Screening Cc1ccc(Cn2c(SCCN3CCOCC3)nc3c2c(=O)n(C)c(=O)n3C)cc1 returned TDP2 inh -9, DDE Tn6 FP inh 1, KLK7 zymogen act -0.7, ASAP1 GAP inh -7, ADAM17 inh 3, DDE Tn7 FP inh -4, LEDGF integ inh 1, ARFGAP1 inhibitor 10, PLCg1 inh 5 and ADAM10 inh -5.
`Cc1cc(C)c2c(N)c3cccc(C)c3nc2n1` gave TDP2 inh 4, DDE Tn6 FP inh -7, KLK7 zymogen act 15*, ASAP1 GAP inh -14, ADAM17 inh -264, DDE Tn7 FP inh 10, LEDGF integ inh -4, ARFGAP1 inhibitor 0, PLCg1 inh -367 and ADAM10 inh inactive.
COc1ccc(NC(=O)C[C@H]2C(=O)N(c3ccc(OC)cc3)C[C@@H]2c2ccc(Br)cc2)cc1 was read as TDP2 inh -11, DDE Tn6 FP inh 0, KLK7 zymogen act -1.3, ASAP1 GAP inh -5, ADAM17 inh 4, DDE Tn7 FP inh 6, LEDGF integ inh 1, ARFGAP1 inhibitor 2, PLCg1 inh -9 and ADAM10 inh -7.
COc1ccc(S(=O)(=O)N2CCOCC2)cc1NC(=O)CN1CCN(C)CC1 was read as TDP2 inh -2, DDE Tn6 FP inh 2, KLK7 zymogen act -0.2, ASAP1 GAP inh -8, ADAM17 inh -3, DDE Tn7 FP inh 10, LEDGF integ inh 0, ARFGAP1 inhibitor -8, PLCg1 inh 1 and ADAM10 inh -7.
COc1cccc(CNn2cnnc2)c1OCc1ccccc1F was read as TDP2 inh -21, DDE Tn6 FP inh -2, KLK7 zymogen act 0.1, ASAP1 GAP inh 5, ADAM17 inh 1, DDE Tn7 FP inh -1, LEDGF integ inh 0, ARFGAP1 inhibitor -5, PLCg1 inh 3 and ADAM10 inh -1.
CCCNC(=O)c1onc(CSc2ccc(Cl)cc2)c1C(=O)NC(C)C was read as TDP2 inh 0, DDE Tn6 FP inh -6, KLK7 zymogen act 0.2, ASAP1 GAP inh -13, ADAM17 inh 0, DDE Tn7 FP inh 0, LEDGF integ inh 3, ARFGAP1 inhibitor -6, PLCg1 inh 3 and ADAM10 inh 1.
Cc1ccc([C@H]2C[C@@H](O)[C@H](n3cc(COC(=O)c4ccccc4)nn3)CN2C(=O)c2cccs2)cc1 was read as TDP2 inh 4, DDE Tn6 FP inh -6, KLK7 zymogen act 0.4, ASAP1 GAP inh 14, ADAM17 inh 3, DDE Tn7 FP inh 1, LEDGF integ inh -1, ARFGAP1 inhibitor 12, PLCg1 inh 1 and ADAM10 inh 0.
CC(=O)Nc1ccc(S(=O)(=O)N2CCC(C(=O)NCc3ccco3)CC2)cc1 was read as TDP2 inh 0, DDE Tn6 FP inh 7, KLK7 zymogen act -0.1, ASAP1 GAP inh 3, ADAM17 inh 0, DDE Tn7 FP inh 1, LEDGF integ inh -2, ARFGAP1 inhibitor -4, PLCg1 inh 1 and ADAM10 inh 3.
For CC(C)c1ccc(NC(=O)CN2C(=O)COc3ccc(S(=O)(=O)N4CCOCC4)cc32)cc1 the results were TDP2 inh -3, DDE Tn6 FP inh 1, KLK7 zymogen act 0.4, ASAP1 GAP inh 3, ADAM17 inh -2, DDE Tn7 FP inh -2, LEDGF integ inh 1, ARFGAP1 inhibitor -4, PLCg1 inh -1 and ADAM10 inh -7.

For reference, part of the list above.
O=C(Cn1nnc(-c2cccs2)n1)OC1CCCCC1 was read as TDP2 inh -1, DDE Tn6 FP inh 5, KLK7 zymogen act 0.0, ASAP1 GAP inh -4, ADAM17 inh -3, DDE Tn7 FP inh -6, LEDGF integ inh 0, ARFGAP1 inhibitor 1, PLCg1 inh 1 and ADAM10 inh 5.
`C=CCCC(=O)N(C)CCO` gave TDP2 inh 7, DDE Tn6 FP inh -7, KLK7 zymogen act -0.4, ASAP1 GAP inh -9, ADAM17 inh -3, DDE Tn7 FP inh 0, LEDGF integ inh -1, ARFGAP1 inhibitor -5, PLCg1 inh 1 and ADAM10 inh -8.

Additional structures:
Cc1cccc(NC(=O)c2cc(-c3cc(C)cc(C)c3O)n[nH]2)c1 was read as TDP2 inh -3, DDE Tn6 FP inh -7, KLK7 zymogen act -0.9, ASAP1 GAP inh 5, ADAM17 inh 8, DDE Tn7 FP inh -3, LEDGF integ inh 2, ARFGAP1 inhibitor 12, PLCg1 inh 6 and ADAM10 inh 14.
CCSc1nnc(NC(=O)C(CC)Oc2ccccc2)s1 (configuration not stated) was read as TDP2 inh -2, DDE Tn6 FP inh -1, KLK7 zymogen act -0.3, ASAP1 GAP inh -3, ADAM17 inh -2, DDE Tn7 FP inh 4, LEDGF integ inh -2, ARFGAP1 inhibitor 4, PLCg1 inh -2 and ADAM10 inh -1.
CC1(C)N=C(N)N=C(N)N1c1ccc(CCCCc2ccccc2)cc1 was read as TDP2 inh -13, DDE Tn6 FP inh -1, KLK7 zymogen act -0.2, ASAP1 GAP inh 5, ADAM17 inh 1, DDE Tn7 FP inh 0, LEDGF integ inh 0, ARFGAP1 inhibitor -9, PLCg1 inh 11* and ADAM10 inh 10.
C=CCNC(=O)c1c(CSc2ccc(Cl)cc2)noc1C(=O)NCc1ccccc1 was read as TDP2 inh -7, DDE Tn6 FP inh -1, KLK7 zymogen act 0.9, ASAP1 GAP inh 1, ADAM17 inh 8, DDE Tn7 FP inh -3, LEDGF integ inh 2, ARFGAP1 inhibitor -3, PLCg1 inh 3 and ADAM10 inh 21*.

An unsorted share of the library. Share with any hit: about 4.2%.
